Screening data: PubChem BioAssay, several laboratories
LYP inhibition = inhibitors of LYP phosphatase, biochemical, fluorescence intensity, uHTS (AID 1779) | Tyrosine-protein phosphatase non-receptor type 22 (Homo sapiens) | recombinant LYP phosphatase, fluorescence intensity; higher % means a stronger effect | one-dose inhibition, % at 11.5 µM; IC50 in µM for titrated hits | 290,000 compounds, 0.054% hits; in the data active means inhibition above about 50%;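 further: plate controls were vehicle with enzyme for no effect and no enzyme for full effect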
Autophagy mod = autophagy modulators in MEF cells, primary screen, imaging, high-content, MEF GFP-LC3; MEF GFP-LC3 puncta imaging; test concentration mostly 10 µM; calls only at 10 µM (by protocol); 190,000 compounds, 0.98% hits;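 active means percentage of spot-positive cells more than 3 SD above its plate mean, without a fluorescence outlier flag or 80% toxicity; inconclusive means no clear call, values can overlap the other calls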;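 further: spot-positive cell cutoff set from DMSO-treated cells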
NS5 inhibitors = Dengue-2 NS5 methyltransferase inhibitors, primary screen, biochemical, confirmation dose response (AID 588689); 340,000 compounds, 0.3% hits; Dengue-2 NS5 methyltransferase capping enzyme assay, biochemical; higher % means a stronger effect; inhibition, % at 25 µM; hits with a dose series show IC50 in µM; Genome polyprotein (Dengue virus type 2 (strain 16681-PDK53)); in the data active means a potency from the dose series; inconclusive means inhibition above about 29% without an active follow-up result
GPR35 antagonists = GPR35 antagonists blocking zaprinast-driven arrestin recruitment, primary screen, imaging, U2OS, beta-arrestin-GFP, zaprinast agonist (AID 2058); G-protein coupled receptor 35 (Homo sapiens); U2OS GPR35 beta-arrestin-GFP translocation imaging, zaprinast antagonism; higher % means a stronger effect; inhibition, % at 10 µM, or IC50 in µM where a hit was titrated; 290,000 compounds, 0.052% hits;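 active means inhibition of at least 50% with at least 30 cells and total cytoplasm GFP at most 10,000,000; inconclusive means under 30 cells or total GFP of 10,000,000 plus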
WT yeast gro inh = growth inhibition of WT strain, primary screen, mitochondrial fusion inhibitor project, WT and mutant strains, chemical genetic; mitochondrial fusion phenotypic screen; inhibition, % at 10 µM; 190,000 compounds, 2.1% hits; in the data active means inhibition above about 58%; tested in S. cerevisiae
AID2073 = inhibitors of Mint1-CaV2.2 protein interaction, biochemical, HTRF (AID 2073); Voltage-dependent N-type calcium channel subunit alpha-1B (Homo sapiens); HTRF protein-protein interaction, Mint1-CaV2.2; higher % means a stronger effect; one-dose inhibition, % at 20 µM; IC50 in µM for titrated hits; 290,000 compounds, 0.19% hits; in the data active means inhibition mostly above about 51%, no sharp cut-off; inconclusive means no clear call, values can overlap the other calls; inactive means mostly below about 53%; further: some results filed as inactive read as strong as hits
NTR1 agonist = agonists of NTR1, primary screen, imaging, U2OS cells, beta-arrestin-GFP, high content (AID 493036); NTR1-U2OS beta-arrestin-GFP spot imaging, agonist mode; activation, % at 20 µM; 330,000 compounds, 0.17% hits;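 active means activation at or above 40% of the spot to cytoplasm intensity ratio, with at least 20 cells analyzed; inconclusive means wells under 20 cells, flagged as cytotoxic or low count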;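 further: 0% = DMSO without peptide and 100% = 100 nM NTR1 peptide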
Target sequence (P30989 whole entry, looked up): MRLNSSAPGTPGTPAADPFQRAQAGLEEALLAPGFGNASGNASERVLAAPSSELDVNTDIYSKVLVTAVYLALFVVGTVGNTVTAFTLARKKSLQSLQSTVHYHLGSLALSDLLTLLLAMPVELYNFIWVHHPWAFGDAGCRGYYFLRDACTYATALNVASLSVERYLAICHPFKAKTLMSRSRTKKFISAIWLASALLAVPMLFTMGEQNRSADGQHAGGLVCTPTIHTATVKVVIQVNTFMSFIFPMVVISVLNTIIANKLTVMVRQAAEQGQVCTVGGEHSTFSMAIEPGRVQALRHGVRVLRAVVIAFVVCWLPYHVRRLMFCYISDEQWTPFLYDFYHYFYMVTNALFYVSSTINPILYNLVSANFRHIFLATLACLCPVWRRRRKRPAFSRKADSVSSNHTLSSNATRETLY
RSV antiviral HEp-2 = RSV antiviral activity via CPE protection, HEp-2 cells, primary 10 µM value included (AID 2391) | HEp-2 cells, RSV-induced CPE inhibition; higher % means a stronger effect | CPE inhibition, % at 10 µM; hits with a dose series show IC50 in µM | 310,000 compounds, 0.13% hits; in the data active means a potency from the dose series; inconclusive means CPE inhibition mostly from about 23% at the one dose, without a potency; inactive means the rest, 99 in 100 with CPE inhibition below about 21%; further: strong numbers were not always called active
K1F lysis inhibition = inhibition of K1F phage lysis, E. coli UTI89, bacterial capsule biogenesis inhibitors, alamar blue (AID 488966). E. coli UTI89 K1F phage lysis, alamar blue, 2 h; higher % means a stronger effect. inhibition, % at 100 µM, or IC50 in µM where a hit was titrated. 340,000 compounds, 0.02% hits;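 active means phage lysis inhibition, versus mean bacterial control, above a set limit; inconclusive means no clear call, values can overlap the other calls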;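 further: capsule biogenesis inhibitors block K1F phage lysis so surviving cells raise fluorescence; higher fluorescence means more inhibition of phage lysis; actives were called in the ten point dose series up to 300 µM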
WT yeast gro inh mutant strain = recorded beside WT yeast gro inh, whose call it bears; inhibition, %; mitochondrial fusion phenotypic screen, mutant strain inhibition
Autophagy mod cell loss 18 h = recorded beside Autophagy mod, whose call it bears; toxicity, %; measured here: cell loss, nuclei count;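 cell loss after 18 h compound exposure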
NTR1 agonist cell count 20 µM = recorded beside NTR1 agonist, whose call it bears; cell count; measured here: cell count, cytotoxicity flag
NS5 inhibitors pilot replicate = second read-out of NS5 inhibitors, no call of its own (marks repeat the call); inhibition, %; measured here: pilot screen replicate inhibition
The depositor's hits bear a star; i = inactive; u = inconclusive; x = no result given; [ ] = remark or other dose.

SMILES | LYP inhibition | Autophagy mod | Autophagy mod cell loss 18 h | NS5 inhibitors | GPR35 antagonists | WT yeast gro inh | WT yeast gro inh mutant strain | AID2073 | NTR1 agonist | NTR1 agonist cell count 20 µM | RSV antiviral HEp-2 | K1F lysis inhibition | others
Cc1cc(C)nc(-n2nc(C)cc2NC(=O)CNCc2ccccc2)n1 | 0% | i | -14 | -7% | -9% | -5 | 3 | 12% | -2.2 | 96 | 1.9% | 0.3%
Cc1ccc(S(=O)(=O)N[C@@H](CC(C)C)C(=O)N2CCC(C(=O)N[C@@H](Cc3ccccc3)C(=O)O)CC2)cc1 | -3% | x | x | 0% | 5% | x | x | 4% | 19 | 99 | x | 2.5%
COc1ccc(CNC(=O)C(c2ccc(C)o2)N(C(=O)c2snc(C(N)=O)c2N)c2ccccc2OC)cc1 (stereo not given) | -2% | x | x | 3% | 11% | x | x | 18% | 2.8 | 41 | 4.6% | 0.1%
COc1ccc(-n2nc3c(c2NC(=O)COc2ccccc2)CS(=O)C3)cc1 (stereo not given) | -7% | x | x | 1% | 14% | x | x | 6% | -0.3 | 59 | 3.9% | 0.2%[50 µM]
O=Cc1cc(-c2ccccc2)[nH]c1-c1ccccc1 | -5% | x | x | -7% | 4% | x | x | 26% | 0.6 | 62 | 1.9% | 0.4%
Cc1ccc(OCCC(=O)OCC(=O)Nc2ccccc2)cc1 | -5% | x | x | -11% | -3% | x | x | 5% | 0.3 | 48 | 1.4% | -0.1%
CC(C)C(=O)Nc1cccc(C(=O)NCc2ccc(S(N)(=O)=O)cc2)c1 | -1% | i | -5 | 1% | -16% | 0 | -8 | -3% | -2.0 | 73 | 0.1% | 0.0% | NS5 inhibitors pilot replicate=-2.7
O=C(CSCc1ccc([N+](=O)[O-])cc1)NN=C1CCCCCC1 | -7% | i | 2 | 0% | 8% | 1 | -9 | 14% | 0.3 | 41 | -0.3% | 4.3%
O=C(Nc1ccc(S(=O)(=O)Nc2ncccn2)cc1)C1CC(=O)N(c2ccc(Cl)cc2)C1 (stereo not given) | -1% | x | x | -4% | 2% | x | x | 14% | 1.2 | 40 | 2.3% | 0.0%
CC1CN(CCCOc2ccccc2[N+](=O)[O-])CC(C)O1 (stereo not given) | 1% | i | 1 | 0% | -5% | 1 | 12 | 5% | -1.6 | 58 | -0.1% | 4.8%
O=C(Nc1cccc(NC(=O)c2cccc([N+](=O)[O-])c2)n1)c1cccc([N+](=O)[O-])c1 | -6% | x | x | -7% | -1% | x | x | 22% | 5.5 | 50 | -0.1% | 0.2%
OCC1(Cc2ccccc2)CCN(Cc2cnc(-c3cccc4ccccc34)nc2)CC1 | -5% | i | -11 | 2% | 9% | 19 | 2 | -3% | 0.2 | 28 | -0.8% | 0.5%
Cc1ccc(S(=O)(=O)N2CCC(C(=O)N3CCCC3C(=O)N[C@@H](CC(C)C)C(=O)NCC(N)=O)CC2)cc1 (stereo not given in full) | 3% | x | x | 1% | -7% | x | x | 9% | -2.2 | 98 | 1.5% | -0.8%
CCc1ccccc1N(CC(=O)NCc1ccco1)C(=O)c1snc(C(N)=O)c1N | -5% | i | -9 | -1% | 8% | 11 | 15 | 7% | -0.1 | 53 | 4.8% | -0.9%
c1ccc(CCC2CCCCN2Cc2nc(-c3ccc4c(c3)OCO4)no2)nc1 (stereo not given) | -4% | i | 19 | 0% | 7% | 28 | 20 | -7% | 0.9 | 45 | 20% | -0.2%
CC(C)=CCN1CCN(Cc2nc(-c3ccccc3)cs2)CC1CCO (stereo not given) | -7% | i | 21 | 4% | 8% | 5 | 2 | 2% | 4.1 | 60 | -2.7% | 0.2%
CCCn1c(SCC(=O)Nc2cccc(Cl)c2Cl)n[nH]c1=O | -4% | i | -8 | -1% | 3% | 22 | 4 | 4% | -1.1 | 55 | 0.9% | 1.6%
O=C1CN(C(=O)c2cc([N+](=O)[O-])ccc2Cl)C(c2ccc(F)cc2)c2cc(F)ccc2N1 (stereo not given) | -9% | i | 8 | 0% | x | 20 | -11 | 15% | 5.5 | 31 | 6.5% | 0.5%
O=C(CCc1ccccc1)c1c(O)cc(O)cc1O | -3% | x | x | -4% | -16% | x | x | 7% | -0.6 | 103 | 4.0% | -12%
COc1cc(/C=C2\C(=N)N3N=C(S(C)(=O)=O)SC3=NC2=O)ccc1OS(=O)(=O)c1ccc(C)cc1 | -5% | x | x | 15% | -8% | x | x | 21% | 0.7 | 54 | -0.1% | 0.4%
COC(=O)Cc1c(C)c2ccc(OC(C)C)cc2oc1=O | -16% | x | x | -1% | -9% | x | x | 13% | 1.1 | 59 | u | 0.1%[50 µM]
O=C(NC(=S)N1CCOCC1)c1cc2ccccc2o1 | 6% | i | -8 | 0% | 0% | 0 | 14 | -14% | 0.3 | 56 | -0.6% | 5.4%
Cc1cc(COc2ccccc2OCc2cc(C)no2)on1 | -8% | i | -13 | -6% | -17% | 3 | 10 | 0% | 0.3 | 96 | 1.6% | 0.0%
CC(C(=O)NC1C=CS(=O)(=O)C1)N1C(=O)/C(=C/c2cccc(Cl)c2)SC1=S (stereo not given) | -6% | x | x | -4% | 18% | x | x | -8% | 2.5 | 67 | -0.3% | -0.1%
O=C(Nc1ccc2c(c1)OCO2)c1cccc(S(=O)(=O)N2CCCC2)c1 | 2% | i | -7 | -3% | -8% | 18 | 16 | 0% | -1.1 | 62 | 0.6% | 1.2%
Cc1cc(C)cc(N(C(=O)Cc2cccs2)C(C(=O)NC2CCCC2)c2ccc(C)o2)c1 (stereo not given) | 5% | i | -32 | -3% | -4% | -8 | -41 | -1% | 0.8 | 69 | -1.6% | 2.1%
Cc1[nH][nH]c(=O)c1C(c1ccc(-c2cccc(Cl)c2)o1)c1c(C)[nH][nH]c1=O | 0% | x | x | 57µM* | -6% | x | x | 5% | 1.8 | 66 | 1.1% | -1.2%[50 µM]
NS(=O)(=O)c1ccc(CCNC(=O)c2cccc3ccccc23)cc1 | -8% | x | x | -5% | 11% | x | x | 6% | -0.3 | 39 | 0.3% | -0.4%
CS(=O)(=O)N1CCN(c2ccccc2NC(=O)c2ccco2)CC1 | -1% | i | 0 | -7% | -2% | 16 | 11 | 2% | 0.8 | 37 | -2.2% | 0.9%
CCOc1ccccc1C(=O)N(C)CC(=O)Nc1ccc(OC)cc1 | -6% | x | x | -4% | -18% | x | x | -2% | x | x | 1.0% | 1.2%[50 µM]
C=CCC1(C(=O)NCCO)CCN(C(=O)OC(C)(C)C)CC1 | -8% | x | x | -2% | 5% | x | x | -7% | 0.4 | 70 | 0.3% | 0.4%
CC(C)(C)c1cc(CCC(=O)N2CCCC2)cc(C(C)(C)C)c1O | -8% | x | x | -6% | 2% | x | x | -2% | -0.9 | 78 | 3.2% | 0.3%
COc1cc(CN2CCNC(=O)C2CC(=O)NCCC2=CCCCC2)cc(OC)c1 (stereo not given) | -3% | i | -2 | -4% | -8% | 3 | -5 | 1% | -1.0 | 64 | -0.1% | -1.6%
Cc1ccc(Cn2cc(-c3ccccc3)nn2)cc1 | -10% | x | x | -4% | 12% | x | x | -5% | -1.3 | 90 | -0.4% | 3.9%
COc1ccc(C(=O)NCc2ccccc2OC)c(OC)c1 | -7% | i | 12 | 5% | -2% | -3 | -7 | 11% | 0.7 | 69 | 4.6% | 0.3% | NS5 inhibitors pilot replicate=-3.5
O=C(NNC(=S)NC1CC2C=CC1C2)c1ccncc1 (stereo not given) | -3% | x | x | -6% | 8% | x | x | -38% | -0.1 | 52 | 1.4% | -0.6%
Cc1ccc(NC(=O)C2CC(=O)n3c(nc4ccccc43)N2)cc1 (stereo not given) | 1% | i | 14 | -8% | 11% | -1 | -15 | -2% | 0.6 | 43 | 0.7% | 3.1%
Cc1cc(C(=O)NNC(=S)NCC(C)C)cs1 | -19% | i | 2 | -6% | -3% | 5 | 16 | -11% | -0.6 | 39 | 1.9% | 2.8%
S=C(NCCCn1ccnc1)NC1CCCCC1 | -14% | i | 3 | -4% | -11% | -14 | -7 | -15% | -0.1 | 37 | 1.0% | -3.6%
Cc1ccc(S(=O)(=O)CCN2CCN(c3ccccc3)CC2)cc1 | -9% | x | x | -6% | -7% | x | x | 8% | 1.3 | 43 | -0.2% | 0.1%

Brought forward from above: four compounds, followed by the next part.
SMILES | LYP inhibition | Autophagy mod | Autophagy mod cell loss 18 h | NS5 inhibitors | GPR35 antagonists | WT yeast gro inh | WT yeast gro inh mutant strain | AID2073 | NTR1 agonist | NTR1 agonist cell count 20 µM | RSV antiviral HEp-2 | K1F lysis inhibition | others
Cc1ccc(NC(=O)C2CC(=O)n3c(nc4ccccc43)N2)cc1 (stereo not given) | 1% | i | 14 | -8% | 11% | -1 | -15 | -2% | 0.6 | 43 | 0.7% | 3.1%
Cc1cc(C(=O)NNC(=S)NCC(C)C)cs1 | -19% | i | 2 | -6% | -3% | 5 | 16 | -11% | -0.6 | 39 | 1.9% | 2.8%
S=C(NCCCn1ccnc1)NC1CCCCC1 | -14% | i | 3 | -4% | -11% | -14 | -7 | -15% | -0.1 | 37 | 1.0% | -3.6%
Cc1ccc(S(=O)(=O)CCN2CCN(c3ccccc3)CC2)cc1 | -9% | x | x | -6% | -7% | x | x | 8% | 1.3 | 43 | -0.2% | 0.1%
Nc1nnc(CCS(=O)(=O)c2ccc(Cl)cc2)s1 | 0% | i | -10 | -2% | -3% | -7 | -12 | -5% | -0.4 | 57 | -0.3% | 1.5%
CNc1nc(C(=O)O)nc(N2CCOCC2)n1 | 3% | i | -3 | 6% | 0% | -11 | 5 | -1% | -0.1 | 57 | 0.3% | 1.0%
CCc1cc(=O)oc2cc(C)cc(OCC(=O)NC3CCN(Cc4ccccc4)CC3)c12 | -10% | x | x | -3% | -8% | x | x | 31% | 1.3 | 68 | -0.8% | 0.8%
NC(=O)c1cn(-c2ccccc2)nc1-c1cccnc1 | -2% | i | 2 | 0% | 3% | -3 | 7 | 4% | -1.1 | 93 | -0.4% | -0.1%
Cc1ccc(C(=O)NN=C2CCCC2)cc1C | x | x | x | 5% | x | x | x | x | -0.9 | 62 | 3.8% | 1.3%
CCN(Cc1cc2cc(C)ccc2[nH]c1=O)S(=O)(=O)c1ccccc1 | -7% | i | 37 | -3% | -4% | -13 | 6 | 0% | -3.9 | 104 | 3.3% | 0.2% | NS5 inhibitors pilot replicate=-4.1
